Source: PubChem BioAssay (several laboratories)
RTF Ca sens act: cardiac RTF calcium sensitization | P19429+P45379 | IANBD-labeled TnC RTF fluorescence at EC20 calcium; 0% EC20 calcium, 100% full calcium | activation, % at 7.2 µM | hit rate 0.24% among 340,000;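 active means activation above the mean over all tested compounds plus 3 SD, cut at about 30% in these data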;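 further: rise in fluorescence read as greater calcium sensitivity of cardiac thin filaments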
CAL PDZ FP-1: blocks peptide binding to the human CAL PDZ domain | purified CAL PDZ, TMR-peptide fluorescence polarization, 1 h | inhibition, % at 24.9 µM | AID 602252 | hit rate 0.92% among 300,000 | Q9HD26;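 active means mean inhibition of at least 30% with at least half of replicates also reaching 30%; inconclusive means no clear call, values can overlap the other calls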;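 further: 0% = DMSO neutral control and 100% = excess unlabeled competitor peptide PRC23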
CAL PDZ FP-2: blocks peptide binding to human CAL PDZ domain | Q9HD26 | purified CAL PDZ, TMR-peptide fluorescence polarization, 1 h | inhibition, % at 20 µM | hit rate 0.02% among 330,000 | AID 504414;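 active means highest replicate inhibition of at least 40%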;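 further: plate controls were DMSO neutral control wells for no effect and unlabeled competitor peptide control wells for full effect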
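Test system: tagged CAL PDZ domain / Buffer or medium: sodium phosphate/NaCl buffer pH 7.4 with TCEP, IgG, Thesit / Reagent: TMR-labelled reporter peptide T*-PRC34 bound in PDZ groove / Compound dosing: single point, 20 µM / Schedule: 1 h incubation at room temperature before polarization reading / Technique: fluorescence polarization (mP) / Benchmarks: unlabelled peptide, DMSO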
Tat transport: E. coli Tat transport inhibition. E. coli MC4100 TorA-mCherry Tat export, fluorescence. inhibition, % at 10 µM. hit rate 0.036% among 340,000;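 active means mean replicate inhibition at least 50% and at least half of replicates individually reaching 50%; inconclusive means only one of the two criteria met; inactive means neither criterion met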;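 further: exported cargo escapes ClpAP degradation while cytoplasmic cargo is degraded and loses fluorescence; 0% = median of neutral control wells and 100% = median of NaSCN control wells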
Rtt109 Vps75: C. albicans Rtt109 histone acetyltransferase inhibition. Q5AAJ8. purified Rtt109/Vps75, ThioGlo CoA-SH fluorescence, 4 h. inhibition, % at 34.9 µM. hit rate 0.16% among 330,000;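 active means inhibition of at least 50% in every replicate; inconclusive means best replicate reaches 50% inhibition but some replicates fall short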
MITF act: MITF TRPM1 promoter activation in melanoma cells; SK-MEL-5 TRPM1-promoter luciferase, 24 h; % of positive control, neutral wells = 0; activation, % at 12.5 µM; AID 588334; hit rate 0.75% among 300,000;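 active means mean activation of at least 80% with every replicate also reaching 80%; inconclusive means mean reaches 80% but some replicate falls short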;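 further: 0% = neutral control wells and 100% = parthenolide positive control wells; values of inactives mirror those of a sister screen read the other way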
CDK5 inh: CDK5/p35 (human) kinase inhibition. inhibition, % at 10 µM. hit rate 0.01% among 330,000. Q00535+Q15078. Recombinant CDK5/p35, ADP-Glo luminescence, 60 min;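 active means highest replicate inhibition of at least 50% and at least 75% of replicates reaching 50%; inconclusive means only one of the two criteria met; inactive means both criteria failed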;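 further: plate controls were DMSO neutral control for no effect and GW8510 at 10 µM for full effect; many of its hits are not listed in these tables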
Target sequence (Q00535 whole entry, looked up): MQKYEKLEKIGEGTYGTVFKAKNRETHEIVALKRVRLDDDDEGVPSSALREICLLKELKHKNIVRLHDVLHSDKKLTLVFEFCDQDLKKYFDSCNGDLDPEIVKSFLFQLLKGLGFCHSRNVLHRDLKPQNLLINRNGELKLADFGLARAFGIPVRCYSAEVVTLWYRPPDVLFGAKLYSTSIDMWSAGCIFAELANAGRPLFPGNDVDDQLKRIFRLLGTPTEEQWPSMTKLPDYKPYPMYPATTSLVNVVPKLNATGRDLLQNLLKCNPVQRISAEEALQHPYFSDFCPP
Target sequence (Q15078 whole entry, looked up): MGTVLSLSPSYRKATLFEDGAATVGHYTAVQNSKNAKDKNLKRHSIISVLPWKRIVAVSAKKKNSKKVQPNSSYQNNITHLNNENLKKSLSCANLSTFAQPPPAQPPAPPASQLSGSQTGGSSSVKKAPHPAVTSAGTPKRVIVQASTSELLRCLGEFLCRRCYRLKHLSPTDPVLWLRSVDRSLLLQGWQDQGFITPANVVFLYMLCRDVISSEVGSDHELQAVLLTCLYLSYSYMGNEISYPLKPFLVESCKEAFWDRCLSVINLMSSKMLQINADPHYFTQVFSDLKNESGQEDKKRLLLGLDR
V-ATPase pH: regulators of yeast V-ATPase proton transport; S. cerevisiae, pHLuorin cytosolic pH fluorescence; response, % at 10 µM; hit rate 0.37% among 350,000; AID 504577; in the data active means response mostly above about 7.3%, no sharp cut-off; inactive means mostly below about 5.4%; further: actives read high; inactives centre near 0; some compounds called inactive have numbers as strong as hits
Wnt act: activates Wnt/beta-catenin signaling in a reporter cell assay. activator, plate reader. activation, % at 9.35 µM. hit rate 1.2% among 300,000; in the data active means activation above about 30%, passing the limit was not always enough; inconclusive means no clear call, values can overlap the other calls;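 further: 0% = neutral control wells and 100% = positive control wells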
dFosB activator: enhances mouse delta FosB homodimer DNA binding. P13346. purified delta FosB, TAMRA-CDK5 oligo fluorescence polarization; percent of positive-control signal above neutral wells. activation, % at 25 µM. hit rate 0.99% among 340,000. AID 493131;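 active means mean activation above about 17%, with every replicate also reaching it, limit read from the data, passing the limit was not always enough; inconclusive means only one of the two conditions met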;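 further: fluorescence polarization rise as delta FosB binds a TAMRA Cdk5 AP-1 oligo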
Target sequence (P13346 whole entry, looked up): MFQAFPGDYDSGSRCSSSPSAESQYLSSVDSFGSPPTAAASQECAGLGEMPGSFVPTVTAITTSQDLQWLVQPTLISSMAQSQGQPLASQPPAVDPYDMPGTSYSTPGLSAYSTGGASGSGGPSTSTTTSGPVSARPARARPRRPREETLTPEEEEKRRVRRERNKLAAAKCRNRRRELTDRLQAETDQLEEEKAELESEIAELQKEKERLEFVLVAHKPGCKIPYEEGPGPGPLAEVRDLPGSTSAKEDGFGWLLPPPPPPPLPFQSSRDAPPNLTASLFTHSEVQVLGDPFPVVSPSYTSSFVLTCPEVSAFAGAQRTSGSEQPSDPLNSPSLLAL
* marks the source's active call; other numbers are inactive results; ? = inconclusive; · = no result given; & = joins results of further samples.

# | SMILES | RTF Ca sens act | CAL PDZ FP-1 | CAL PDZ FP-2 | Tat transport | Rtt109 Vps75
1 | CC(=O)C1=C(O)C(=O)N(c2ccc(Br)cc2)C1c1ccccc1[N+](=O)[O-] (stereo not given) | -2 | 1 | -1.7 | 4 | 4
2 | O=C(NC(=S)Nc1ccc(CN2CCOCC2)cc1)c1ccc2c(c1)OCCO2 | -1 | 0 | -0.4 | -1 | 0
3 | CCOC(=O)C1=C(C)C(c2ccc(OC)cc2)NC(=S)N1 (stereo not given) | 10 | -1 | -0.4 | -1 | -6
4 | CCC1(CC)C(=O)N(C)C(=O)NC1=NCc1ccccc1 | 3 | 0 | -0.1 | -3 | -1
5 | O=[N+]([O-])c1ccc(C2CN=C(Nc3ccccc3)S2)cc1 (stereo not given) | 2 | -4 | 0.2 | -4 | -5
6 | O=C(/C=C/c1cn(-c2ccccc2)nc1-c1cccc(Cl)c1)N1CCN(c2ccccn2)CC1 | 0 | 6 | -4.6 | -1 | -2
7 | COCc1nc(-c2cc(Br)ccc2OC)no1 | -1 | -4 | -1.5 | -2 | -2
8 | Cc1cc(C)c(C)c(S(=O)(=O)N2CCN(C(=O)c3ccccn3)CC2)c1C | 3 | -9 | -3.6 | -7 | 6
9 | COc1cc(S(=O)(=O)n2cnc(C)c2)ccc1Cl | -2 | -3 | -0.2 | 3 | -1
10 | COc1cc(C(=O)Nc2cc(C)nn2-c2ccccc2)cc(OC)c1OC | 5 | 1 | -1.1 | -6 | 10
11 | O=C(Nc1cccnc1)c1ccc(Cl)c(S(=O)(=O)N2CCOCC2)c1 | -1 | -4 | -1.4 | 2 | -3
12 | COc1ccc([C@H]2[C@H](C(=O)OC(C)(C)C)N3N=Cc4ccccc4C3C23C(=O)c2ccccc2C3=O)cc1OC (stereo not given in full) | -5 | 0 | 1.0 | 0 | 18

# | MITF act | CDK5 inh | V-ATPase pH | Wnt act | dFosB activator
1 | -3 | 0.3 | 2 | 2 | 3
2 | · | 0.5 | 1 | 2 | -8
3 | · | -0.3 | -1 | · | -3
4 | -6 | -0.5 | -2 | · | -1
5 | 26 | 2.3 | -1 | 2 | -12
6 | -12 | -0.7 | -1 | 0 | -2
7 | -9 | -1.3 | 1 | -2 | -5
8 | -5 | 1.4 | -1 | -1 | -7
9 | 6 | 0.4 | 1 | 1 | -2
10 | 1 | -0.8 | -2 | 1 | -6
11 | -3 | -0.1 | 1 | -2 | -11
12 | 20 | -3.1 | 4 | 1 | -18

The list continues:
# | SMILES | RTF Ca sens act | CAL PDZ FP-1 | CAL PDZ FP-2 | Tat transport | Rtt109 Vps75
13 | O=C(c1cc2nc(-c3ccccc3)cc(C(F)(F)F)n2n1)N1CCCC1 | 0 | 2 | -2.6 | 0 | 26
14 | O=S(=O)(c1ccc(Br)cc1)c1nc(-c2ccccc2)oc1N1CCOCC1 | -2 | · | -0.1 | 8 | 4
15 | CC1(C)CC(NC(=O)C2CCC(=O)N(Cc3ccccc3F)C2)CC(C)(C)C1 (stereo not given) | -1 | 0 | -0.4 | 3 | 10
16 | Cc1ccc(CCC(=O)Nc2ccccc2F)s1 | -3 | -1 | -2.4 | 1 | 19
17 | O=C(CSc1oc(-c2ccco2)nc1S(=O)(=O)c1ccc(Cl)cc1)NCC1CCCO1 (stereo not given) | -4 | 4 | -0.2 | -1 | -6
18 | C[C@@H](O)C1NC(=O)[C@H](CCCCN)NC(=O)c2cc([N+](=O)[O-])cc(F)c2NCCCC[C@@H](C(N)=O)NC1=O (stereo not given in full) | 0 | 1 | 0.5 | -2 | 9
19 | Cc1ccc(S(=O)(=O)CCC(=O)Nc2nc(-c3cccnc3)cs2)cc1 | 5 | -2 | -2.5 | -9 | 3
20 | CCC(C)NC(=O)C1CCN(S(=O)(=O)c2cc([N+](=O)[O-])ccc2Cl)CC1 (stereo not given) | 1 | · | 0.3 | -6 | 54*
21 | CC(=O)c1ccc(NC(=O)Nc2ccc(Cl)cc2)cc1 | -4 | 4 | -4.2 | -5 | -1
22 | CCOC(=O)C1=C(Nc2ccccc2)CC(C)(O)C(C(=O)OCC)C1c1ccc(Cl)cc1 (stereo not given) | -2&5 | 1&-9 | -0.8&-1.5 | 2&4 | -6&1
23 | CCOC(=O)C1=C(c2cccc(Oc3ccccc3)c2)NC(=S)NC1C (stereo not given) | 3 | -4 | -1.2 | 2 | 3
24 | CCCCCCCNC(=O)C1(CC2CC(c3cccc(Br)c3)=NO2)CCN(C(=O)C2CCCC2)CC1 (stereo not given) | 2 | -6 | 0.4 | 2 | 3

# | MITF act | CDK5 inh | V-ATPase pH | Wnt act | dFosB activator
13 | 13 | 1.3 | 3 | 1 | -1
14 | 6 | -2.1 | 0 | 1 | -9
15 | 29 | 0.9 | 0 | 13 | -18
16 | 61 | 0.1 | 1 | 62* | 1
17 | 0 | -0.4 | -3 | -13 | -2
18 | 2 | 0.0 | -3 | · | ?
19 | -12 | 0.4 | 0 | -2 | -9
20 | -9 | 0.5 | 3 | 4 | -7
21 | 125* | 0.3 | 6 | 17 | -3
22 | 5&8 | -1.6&-1.7 | 2&2 | -3&-2 | -13&-13
23 | · | 3.1 | -3 | -3 | -6
24 | 16 | 0.8 | -1 | -2 | -9

(cont.)
# | SMILES | RTF Ca sens act | CAL PDZ FP-1 | CAL PDZ FP-2 | Tat transport | Rtt109 Vps75
25 | COC(=O)c1ccc(/C=C/c2c(-c3ccc(OC)cc3)sc3ccccc23)cc1 | -7 | 1 | 0.0 | -2 | -3
26 | CC(=O)Nc1ccc(S(=O)(=O)NCCC(=O)OCc2ccc([N+](=O)[O-])cc2)cc1 | 3 | -3 | -1.7 | 7 | -1
27 | COc1cc(CNC(=O)c2cccc(COc3ccc(Cl)cc3)c2)cc(OC)c1 | 3 | -4 | -0.6 | -13 | 6
28 | COc1ccc(N2CCN(C(=O)CCNC(=O)Cn3ccc4ccccc4c3=O)CC2)cc1 | -3 | -4 | -0.7 | -3 | -12
29 | C/C(=N\NC(=O)C(O)c1ccccc1)c1ccc(Br)s1 (stereo not given) | -5 | -22 | -0.5 | 0 | 9
30 | CN(C)CC(C)(C)CNC(=O)CC1C(=O)NCCN1Cc1ccc(-c2ccccc2)cc1 (stereo not given) | -3 | 0 | 0.1 | 17 | -3
31 | Cc1ccc(-c2csc3nc(C)n(N)c(=O)c23)cc1 | -1 | -5 | -4.3 | -3 | 1
32 | CC(OC(=O)CCCOc1ccccc1)C(=O)Nc1ccc(Cl)cn1 (stereo not given) | -1 | -3 | 0.2 | -3 | 2
33 | Cc1nc2ccccc2n1CC(=O)N/N=C/c1cccnc1 | 0 | -10 | -1.8 | -1 | 3
34 | Cc1ccc(Br)c(NS(=O)(=O)c2cccc(C(=O)N3CCNC(=O)C3)c2)c1 | 4 | -5 | 0.2 | -3 | 11
35 | CCOc1ccccc1NC(=S)N(Cc1cc2ccc(C)cc2[nH]c1=O)CC1CCCN1CC (stereo not given) | 4 | -2 | -2.3 | -3 | 17
36 | Cc1cc(CSc2ccc(Cl)cc2)ccc1N | 1 | -1 | -0.2 | 9 | 0

# | MITF act | CDK5 inh | V-ATPase pH | Wnt act | dFosB activator
25 | -2 | -0.7 | 2 | 0 | -2
26 | -7 | -1.4 | 1 | 0 | 1
27 | -14 | 3.4 | -3 | 18 | 2
28 | -5 | 0.6 | 2 | -2 | 0
29 | -2 | -0.3 | 6 | 3 | -5
30 | 16 | 0.8 | -3 | -7 | -4
31 | 2 | -0.7 | 2 | -2 | 0
32 | 1 | -0.1 | 0 | 1 | 5
33 | 10 | -0.2 | 2 | 1 | -9
34 | -5 | -0.3 | 0 | -1 | -3
35 | 11 | -3.3 | 2 | · | -11
36 | 3 | -0.4 | -1 | 1 | 0

Exported with one line to a screen: entries from further up.
[4] CCC1(CC)C(=O)N(C)C(=O)NC1=NCc1ccccc1
[5] O=[N+]([O-])c1ccc(C2CN=C(Nc3ccccc3)S2)cc1 (stereo not given)
[6] O=C(/C=C/c1cn(-c2ccccc2)nc1-c1cccc(Cl)c1)N1CCN(c2ccccn2)CC1
[7] COCc1nc(-c2cc(Br)ccc2OC)no1
[8] Cc1cc(C)c(C)c(S(=O)(=O)N2CCN(C(=O)c3ccccn3)CC2)c1C

| screen / no. | 4 | 5 | 6 | 7 | 8 |
| --- | --- | --- | --- | --- | --- |
| RTF Ca sens act | 3 | 2 | 0 | -1 | 3 |
| CAL PDZ FP-1 | 0 | -4 | 6 | -4 | -9 |
| CAL PDZ FP-2 | -0.1 | 0.2 | -4.6 | -1.5 | -3.6 |
| Tat transport | -3 | -4 | -1 | -2 | -7 |
| Rtt109 Vps75 | -1 | -5 | -2 | -2 | 6 |
| MITF act | -6 | 26 | -12 | -9 | -5 |
| CDK5 inh | -0.5 | 2.3 | -0.7 | -1.3 | 1.4 |
| V-ATPase pH | -2 | -1 | -1 | 1 | -1 |
| Wnt act | · | 2 | 0 | -2 | -1 |
| dFosB activator | -1 | -12 | -2 | -5 | -7 |

The listing continues:
# | SMILES | RTF Ca sens act | CAL PDZ FP-1 | CAL PDZ FP-2 | Tat transport | Rtt109 Vps75
37 | COc1cc(C(c2c(C)[nH][nH]c2=O)c2c(C)[nH][nH]c2=O)cc(Br)c1OC | 0 | · | -0.7 | -1 | 4
38 | CCn1ncc(Br)c1C(=O)NC(C)c1ccccc1 (stereo not given) | 1 | 7 | -0.3 | -12 | 1
39 | O=C1c2ccccc2NC(c2ccc(O)cc2)N1Cc1ccco1 (stereo not given) | 5 | 0 | -1.2 | 3 | -2
40 | O=C(O)c1cc([N+](=O)[O-])c(Nc2cccc3ccccc23)c([N+](=O)[O-])c1 | 2 | 1 | 0.7 | -3 | -3
41 | Cc1noc(C)c1NC(=O)Nc1cccc2c1O[C@H](CN(C)C(=O)Nc1ccc3c(c1)OCO3)[C@@H](C)CN([C@H](C)CO)C2=O | -5 | -2 | -0.1 | -3 | 0
42 | Cc1ccc(C(=O)Nc2cccc(C(=O)NC3CCCC3)c2)cc1 | -1 | -7 | -1.2 | 4 | -10
43 | O=C(CCCC(=O)c1ccccc1)NCc1ccccc1 | -2 | -2 | 1.0 | 1 | 0
44 | CSc1ccc(CCNC(=O)c2nn(C)c3c2CS(=O)(=O)c2ccccc2-3)cc1 | 0 | 3 | -1.6 | 1 | 0
45 | Cc1cc(=O)oc2c(C)c(OCC(=O)N3CC[C@@]4(O)CCCC[C@H]4C3)ccc12 | 3 | 0 | 0.0 | -1 | -6
46 | CN(C(=O)CCc1nnc(CCCCc2ccccc2)o1)C1CC(C)(C)NC(C)(C)C1 | -1 | 2 | -1.7 | 4 | 10

# | MITF act | CDK5 inh | V-ATPase pH | Wnt act | dFosB activator
37 | -3 | 0.4 | -6 | 0 | -5
38 | -3 | -0.4 | -4 | 1 | -5
39 | · | 2.0 | 0 | · | 0
40 | · | -1.6 | -4 | 0 | 1
41 | 4 | -1.5 | 1 | 2 | -1
42 | 33 | 0.7 | 1 | 2 | -6
43 | -10 | 0.8 | 3 | 1 | -2
44 | 3 | 1.6 | 1 | -1 | -3
45 | · | 0.5 | 1 | -1 | -7
46 | 4 | -5.0 | 0 | 2 | -1
